Bioassay records from PubChem.
CHRM4 PAM: CHRM4 positive allosteric modulation | CHO-K1 hM4/Gqi5, Fluo-8 calcium fluorescence, ACh EC20; 0% = ACh EC20, 100% = maximal ACh | activation, % at 3 µM | 0.4% of 360,000 active | AID 624126;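 active = activation above its plate's cutoff, the mean activation of sample wells plus 3 SD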; note: some results filed as inactive read as strong as hits
CHRM5 PAM: potentiates acetylcholine response at human M5 receptor | P08912 | CHO-K1 hM5, Fluo-8 calcium, ACh EC20 PAM; 0% = ACh EC20, 100% = ACh EC100 | 0.3% of 360,000 active | activation, % at 3 µM;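 active = activation above the run cutoff, the mean activation of all test compounds plus 3 SD, cut at about 18% in these data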
Target sequence (P08912 whole entry, looked up): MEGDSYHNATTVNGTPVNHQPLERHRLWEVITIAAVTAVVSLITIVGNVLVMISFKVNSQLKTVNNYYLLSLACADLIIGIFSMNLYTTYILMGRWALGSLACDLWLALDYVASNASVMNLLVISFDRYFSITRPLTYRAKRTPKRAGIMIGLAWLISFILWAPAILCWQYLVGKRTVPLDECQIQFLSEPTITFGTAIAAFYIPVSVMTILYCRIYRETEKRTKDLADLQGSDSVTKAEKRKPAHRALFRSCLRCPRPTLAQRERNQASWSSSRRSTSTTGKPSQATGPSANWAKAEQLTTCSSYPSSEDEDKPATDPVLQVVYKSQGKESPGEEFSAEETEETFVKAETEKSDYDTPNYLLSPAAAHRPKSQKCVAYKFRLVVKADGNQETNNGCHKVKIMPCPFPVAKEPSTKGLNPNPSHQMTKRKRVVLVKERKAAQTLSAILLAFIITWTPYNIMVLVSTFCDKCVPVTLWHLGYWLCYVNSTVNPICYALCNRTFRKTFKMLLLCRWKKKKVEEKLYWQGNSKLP
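Measured by: Fluo-8 calcium fluorescence; material: human M5 receptor in CHO-K1 cells; schedule: Post-acetylcholine fluorescence recording 140 s; benchmarks: low control EC20 acetylcholine (0%), high control EC100 acetylcholine (100%); read-out: Max/basal fluorescence ratio as % of EC20–EC100 ACh window; compound: single dose, 3 µM nominal final test concentration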
M4 ag: agonists of human muscarinic M4 receptor (CHRM4); P08173; CHO-K1 hM4/Gqi5, Fluo-8 calcium fluorescence; vehicle 0%, full acetylcholine response 100%; activation, % at 3 µM; 0.14% of 360,000 active;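 active = activation above the run mean over all test wells plus 3 SD, cut at about 32% in these data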;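 note: peak over basal fluorescence ratio per well then scaled between controls; 0% = DMSO wells and 100% = acetylcholine at EC100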
CRFBP-R2 block: CRF-BP/CRF-R2 complex antagonism; inhibition, % at 11.8 µM; AID 588475; 0.59% of 350,000 active; HEK293 CRF-R2/CRF-BP, CRF-induced calcium fluorescence;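 active = inhibition of the ligand-induced calcium signal above about 50% at the single tested concentration, limit read from the data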
CHRM5 agonist: agonists of human muscarinic M5 receptor (CHRM5); CHO-K1 hM5 cells, Fluo-8 calcium fluorescence; 0% DMSO wells, 100% maximal acetylcholine response; P08912; 0.19% of 360,000 active; activation, % at 3 µM;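 active = activation above the run's mean over test compounds plus 3 SD, cut at about 23% in these data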;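 note: signal is peak over basal fluorescence ratio across the kinetic read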
CHRM5 antagonist: CHRM5 antagonism in calcium assay | 0.59% of 360,000 active | P08912 | CHO-hM5 cells, Fluo-8 calcium fluorescence, ACh EC80 | inhibition, % at 3 µM;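 active = inhibition above a per-plate cutoff, the mean of that plate's test compounds plus 3 SD, cut at about 27% in these data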;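 note: 0% = acetylcholine EC80 with DMSO and 100% = DMSO without agonist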
CHRM1 PAM: potentiates human M1 receptor response to acetylcholine. AID 588819. CHO-K1 hM1, Fluo-8 calcium fluorescence, ACh EC20; 0% = ACh EC20, 100% = maximal ACh. 0.088% of 360,000 active. activation, % at 3 µM; in the data active = activation above about 19%, passing the limit was not always enough
CRFR2-BP ag: CRF-BP/CRF-R2 complex agonism | HEK293 CRF-R2/CRF-BP, calcium dye fluorescence (FLIPR); percent of saturating CRF peptide response | activation, % at 13.2 µM | 0.46% of 350,000 active | AID 588473;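 active = activation of at least 50%, plus an integration ratio under a set limit after plate pattern correction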;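 note: plate controls were neutral control wells without compound for no effect and CRF at EC100 for full effect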
CHRM4 antagonist: CHRM4 antagonism in calcium assay. CHO-hM4 cells, ACh EC80, Fluo-8 calcium fluorescence. 0.73% of 360,000 active. AID 624125. P08173. inhibition, % at 3 µM;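 active = inhibition above its plate's cutoff, the mean inhibition of sample wells plus 3 SD, cut at about 27% in these data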;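 note: 0% = acetylcholine EC80 with DMSO and 100% = DMSO without agonist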
An asterisk follows results filed as active; . = no result given.

CHRM5 agonist,CHRM5 PAM,CRFR2-BP ag,CHRM4 PAM,CHRM1 PAM,M4 ag,CHRM5 antagonist,CHRM4 antagonist,CRFBP-R2 block,structure
-4,5,-3.1,4,3,1,-13,0,6,Cc1ccc(S(=O)(=O)Nc2c(C(=O)O)[nH]c3ccccc23)c(C)c1
-1,2,0.1,4,4,0,1,-6,19,COc1ccc(C(CC(=O)c2ccccc2)S(=O)(=O)c2ccccc2)cc1 (stereo not given)
-4,1,0.2,-9,-11,14,3,12,-3,COc1ccc(N2CCN(CCCNC(=O)c3ccc(CS(=O)(=O)c4ccc(Cl)cc4)o3)CC2)cc1
1,4,81*,2,-2,1,-2,-4,19,Cc1cccc(Oc2ccc(NC(=O)c3ccccc3C(=O)O)cc2)c1C
2,5,-3.4,-1,10,2,6,9,-20,O=C(NN1C(=O)c2ccccc2NC1c1ccc([N+](=O)[O-])o1)c1ccc(Br)cc1 (stereo not given)
0,-1,-0.5,4,6,0,4,-12,5,Cc1ccccc1NC(=O)C1CCCN1S(=O)(=O)c1ccc2c(c1)n(C)c(=O)c(=O)n2C (stereo not given)
-2,4,1.9,-5,0,4,7,6,19,O=C(C1=C[C@H](c2ccc(C(F)(F)F)cc2)C[C@H](OCCCCO)O1)N1CCN(Cc2ccc3c(c2)OCO3)CC1
0,7,-2.8,1,3,-1,-1,0,13,Cc1ccc(-n2c(CSc3nc(C)cc(C)n3)nnc2SCC(=O)NCc2ccco2)cc1
8,17,-1.0,5,8,1,-12,-15,-11,S=c1[nH]c2cc3c(cc2[nH]1)OCCO3
-1,-4,2.8,-4,2,3,9,-6,13,COc1ccc(CN(C)C(=O)Cc2ccc(OC)c(S(=O)(=O)N3CCOCC3)c2)cc1
-2,9,-3.1,-2,12,-3,-1,0,14,COc1ccc(Nc2c(-c3ccc(C)cc3)nc3cnccn23)cc1
-1,2,.,2,0,1,-1,-3,.,COc1cccc(Nc2nc(C(C)N)cs2)n1 (stereo not given)
0,-8,-2.0,-6,-12,9,1,-17,0,CN(c1ccccc1)S(=O)(=O)c1cccc(NC(=O)CC(C)(C)C)c1
1,0,-0.5,-6,4,1,12,7,13,NCC(=O)Nc1ccc(Br)cc1
-2,6,0.1,3,11,1,3,-4,11,COC(=O)Nc1ccc(S(=O)(=O)N2CCCCC2C(=O)O)cc1 (stereo not given)
-2,2,-0.8,12,-6,1,2,3,1,CCc1ccc2[nH]c(=O)c(C(c3nnnn3CC3CCCO3)N3CCN4CCCC4C3)cc2c1 (stereo not given)
1,5,6.3,1,1,1,-9,2,-30,O=C(/C=C/c1ccc(-c2ccccc2)o1)c1ccccc1
1,2,0.9,5,9,0,-2,7,0,CC(=O)N1CCCc2cc(S(=O)(=O)NC(C(=O)NC(C)c3ccccc3)C(C)C)ccc21 (stereo not given)
-1,2,-2.0,4,4,1,10,-5,-13,O=C1CN(CC(=O)N2CCCCC2)c2ccccc2O1
-2,14,-0.8,4,6,-1,4,0,7,Cc1ccc(Nc2nc(NCCO)nc(N3CCCC3)n2)cc1
1,4,16,18,9,0,-8,-9,13,CCOCCCNC(=O)C1CCN(C(=O)Nc2ccc(Cl)cc2)CC1
0,-11,1.9,-1,1,7,8,-1,-11,COc1cccc(NS(=O)(=O)c2ccc(S(=O)(=O)N3CCCC3)cc2)c1
-7,-5,-0.6,1,-2,1,-2,-2,-19,COc1ccc(Nc2nc(N3CCCCC3)nc3ccccc23)c(OC)c1
2,-9,0.7,-2,2,12,6,3,-27,COc1ccc(N2CC(NS(=O)(=O)c3ccc4ccccc4c3)CC2=O)cc1 (stereo not given)
-2,1,0.3,-2,3,-1,4,11,22,Cc1ccc(C)c(OCC(=O)Nc2cc(NC(=O)COc3cc(C)ccc3C)cc(C(=O)O)c2)c1
3,-1,5.9,-3,2,11,-3,-10,-5,Cc1ccc(S(=O)(=O)N2C[C@@H](C)[C@]3(C2)[C@H](O)[C@H](OC(=O)NCc2ccccc2)C[C@H]2C(=O)N(c4ccccc4)C(=O)[C@H]23)cc1
-2,3,1.2,6,3,0,-4,-3,28,CCC(C(=O)NCc1ccco1)N(C(=O)CNS(=O)(=O)c1ccccc1)C1CCCCC1 (stereo not given)

Rewritten field by field: 4 of the compounds above.
NCC(=O)Nc1ccc(Br)cc1
  CHRM5 agonist: 1; CHRM5 PAM: 0; CRFR2-BP ag: -0.5; CHRM4 PAM: -6; CHRM1 PAM: 4; M4 ag: 1; CHRM5 antagonist: 12; CHRM4 antagonist: 7; CRFBP-R2 block: 13

CCc1ccc2[nH]c(=O)c(C(c3nnnn3CC3CCCO3)N3CCN4CCCC4C3)cc2c1 (stereo not given)
  CHRM5 agonist: -2; CHRM5 PAM: 2; CRFR2-BP ag: -0.8; CHRM4 PAM: 12; CHRM1 PAM: -6; M4 ag: 1; CHRM5 antagonist: 2; CHRM4 antagonist: 3; CRFBP-R2 block: 1

COC(=O)Nc1ccc(S(=O)(=O)N2CCCCC2C(=O)O)cc1 (stereo not given)
  CHRM5 agonist: -2; CHRM5 PAM: 6; CRFR2-BP ag: 0.1; CHRM4 PAM: 3; CHRM1 PAM: 11; M4 ag: 1; CHRM5 antagonist: 3; CHRM4 antagonist: -4; CRFBP-R2 block: 11

Cc1ccc(C)c(OCC(=O)Nc2cc(NC(=O)COc3cc(C)ccc3C)cc(C(=O)O)c2)c1
  CHRM5 agonist: -2; CHRM5 PAM: 1; CRFR2-BP ag: 0.3; CHRM4 PAM: -2; CHRM1 PAM: 3; M4 ag: -1; CHRM5 antagonist: 4; CHRM4 antagonist: 11; CRFBP-R2 block: 22

Four entries from above, reformatted:
COC(=O)Nc1ccc(S(=O)(=O)N2CCCCC2C(=O)O)cc1 (stereo not given)
  CHRM5 agonist: -2
  CHRM5 PAM: 6
  CRFR2-BP ag: 0.1
  CHRM4 PAM: 3
  CHRM1 PAM: 11
  M4 ag: 1
  CHRM5 antagonist: 3
  CHRM4 antagonist: -4
  CRFBP-R2 block: 11

CCc1ccc2[nH]c(=O)c(C(c3nnnn3CC3CCCO3)N3CCN4CCCC4C3)cc2c1 (stereo not given)
  CHRM5 agonist: -2
  CHRM5 PAM: 2
  CRFR2-BP ag: -0.8
  CHRM4 PAM: 12
  CHRM1 PAM: -6
  M4 ag: 1
  CHRM5 antagonist: 2
  CHRM4 antagonist: 3
  CRFBP-R2 block: 1

O=C(/C=C/c1ccc(-c2ccccc2)o1)c1ccccc1
  CHRM5 agonist: 1
  CHRM5 PAM: 5
  CRFR2-BP ag: 6.3
  CHRM4 PAM: 1
  CHRM1 PAM: 1
  M4 ag: 1
  CHRM5 antagonist: -9
  CHRM4 antagonist: 2
  CRFBP-R2 block: -30

CC(=O)N1CCCc2cc(S(=O)(=O)NC(C(=O)NC(C)c3ccccc3)C(C)C)ccc21 (stereo not given)
  CHRM5 agonist: 1
  CHRM5 PAM: 2
  CRFR2-BP ag: 0.9
  CHRM4 PAM: 5
  CHRM1 PAM: 9
  M4 ag: 0
  CHRM5 antagonist: -2
  CHRM4 antagonist: 7
  CRFBP-R2 block: 0
